# Source: PubChem BioAssay (National Center for Advancing Translational Sciences (NCATS))
# ALDH1A1 block: inhibitors of human aldehyde dehydrogenase 1A1. Purified ALDH1A1, NADH fluorescence, propionaldehyde substrate. Potency, µM (top dose mostly 75.3 µM), for inactives: at the highest dose activity, negative = inhibition, usual class: inhibitors. actives 7.3% (n = 220,000). P00352; active = well fitted inhibition curve with a large enough effect, not every such curve was filed as active; inconclusive = small, poorly fitted or top-dose-only effect, or another doubt; inactive = no such curve, though single readings can be large or run the other way;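 also: plate controls were no enzyme wells and a reference inhibitor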
# TRb-SRC2 inh: TRbeta-SRC2 interaction inhibition | Potency, µM (top dose mostly 106 µM), for inactives: top-dose activity change, negative = inhibition, most hits filed as inhibitors | actives 0.065% (n = 280,000) | TRbeta-SRC2 peptide binding, fluorescence polarization; receptor liganded with 1 µM T3 | P10828;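 also: plate controls were bound peptide for no effect and peptide without receptor for full effect; nearly all actives have a fitted effect of over 50% in size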
# Target sequence (P10828 whole entry, looked up): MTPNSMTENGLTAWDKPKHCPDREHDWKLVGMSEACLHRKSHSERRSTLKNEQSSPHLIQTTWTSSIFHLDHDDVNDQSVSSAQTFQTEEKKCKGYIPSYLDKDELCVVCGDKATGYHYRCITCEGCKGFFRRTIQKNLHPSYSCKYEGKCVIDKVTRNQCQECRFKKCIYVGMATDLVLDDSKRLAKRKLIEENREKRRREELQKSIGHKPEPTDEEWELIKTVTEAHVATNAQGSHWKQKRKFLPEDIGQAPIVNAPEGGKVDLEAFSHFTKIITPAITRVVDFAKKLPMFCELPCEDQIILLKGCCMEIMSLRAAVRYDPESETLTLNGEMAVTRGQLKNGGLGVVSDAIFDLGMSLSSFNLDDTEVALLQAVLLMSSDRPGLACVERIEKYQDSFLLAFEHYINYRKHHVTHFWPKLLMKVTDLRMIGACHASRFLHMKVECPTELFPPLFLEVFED
#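 Each compound concentration gave % activity, normalized to unbound and bound Texas Red SRC2 controls, from polarization read after 5 hr ambient incubation with T3-loaded human TRb LBD.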
# Tau FP inhib: tau fibrillization inhibition (FP). Potency, µM (top dose mostly 57.7 µM), for inactives: at the highest dose activity, negative = inhibition, actives largely listed as inhibitors. K18 P301L tau heparin fibrillization, Alexa594 FP, 6 h. actives 0.39% (n = 280,000). P10636; also: nearly all actives have a fitted effect of over 55% in size
# Target sequence (P10636 561-689 P618L limits assumed): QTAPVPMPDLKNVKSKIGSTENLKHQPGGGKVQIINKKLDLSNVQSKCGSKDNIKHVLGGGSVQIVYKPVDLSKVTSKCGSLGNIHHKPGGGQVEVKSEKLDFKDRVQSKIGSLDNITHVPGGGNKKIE
#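 K18 P301L tau (15 uM unlabeled/0.24 uM Alexa 594-labeled, final) + compound + heparin 20 uM final; 100 mM NaOAc pH 7; 6 hr 37 C; ThT 30 uM final added, 1 hr RT; FP ex 555/em 632 nm.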
# aGal spleen mod: inhibitors or activators of human alpha-galactosidase in spleen homogenate | P06280 | human spleen homogenate, 4MU-alpha-Gal fluorescence, 40 min | Potency, µM (doses to about 80 µM), for inactives: at the top dose activity change, negative = inhibition, usual class: inhibitors | actives 0.008% (n = 240,000) | AID 2107;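 also: 0% = enzyme with vehicle and -100% = no enzyme basal signal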
# Target sequence (P06280 32-429 limits assumed): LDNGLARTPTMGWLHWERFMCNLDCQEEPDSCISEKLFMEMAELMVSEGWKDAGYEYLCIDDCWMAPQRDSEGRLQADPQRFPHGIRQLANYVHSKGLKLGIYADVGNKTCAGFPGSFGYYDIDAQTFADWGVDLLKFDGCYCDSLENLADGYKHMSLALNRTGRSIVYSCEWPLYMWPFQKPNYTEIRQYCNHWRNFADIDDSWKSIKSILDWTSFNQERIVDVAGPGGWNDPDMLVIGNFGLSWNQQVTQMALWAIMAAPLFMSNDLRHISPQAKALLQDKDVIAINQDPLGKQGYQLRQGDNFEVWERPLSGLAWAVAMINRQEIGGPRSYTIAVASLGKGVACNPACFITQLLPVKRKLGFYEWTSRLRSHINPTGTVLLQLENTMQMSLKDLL
#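 Inhibition or activation of alpha-galactosidase in human spleen homogenate is scored by 4-MU fluorescence after 40 min at 37C, pH 5.0, with 1 mM substrate. AC50s come from concentration-response fitted to the Hill equation.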
# L3MBTL1 inh: blocks human L3MBTL1. actives 0.66% (n = 230,000). Q9Y468. AlphaScreen L3MBTL1–H3K9me1 peptide binding. Potency, µM (doses to about 57.1 µM), inactives show at the highest dose activity, negative = inhibition, most hits filed as inhibitors; also: nearly all actives have a fitted effect of over 60% in size
#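 AlphaScreen proximity signal between nickel-chelate acceptor and streptavidin donor beads (final 10 ug/mL) reports binding of 50 nM L3MBTL1 to 75 nM biotin-H3 K9me1 peptide; complex incubated with compounds 30 min at room temperature; cefsulodin titration as control.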
# Tau fluor cs: counter-screen for tau fibril formation inhibitors. tau K18 P301L Alexa594 fluorescence, heparin fibrillization. Potency, µM (titrated, usually from 57.7 µM), for inactives: at the top dose activity change, negative = decrease. actives 0.93% (n = 280,000). AID 1463; also: nearly all actives have a fitted effect of over 55% in size
#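 Human K18 P301L tau (15 uM unlabeled plus 0.24 uM Alexa 594-labeled, final) in 100 mM sodium acetate pH 7 was mixed with compound and 20 uM heparin and incubated 6 hr at 37 C.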
# TexasRed fluor: counter-screen for TRb-SRC2 inhibitors: fluorescence interference; TRb/SRC2 Texas Red total fluorescence interference; Potency, µM (doses to about 106 µM), inactives show at the top dose fluorescence change, negative = quenching; actives 0.29% (n = 280,000); active = well fitted curve in either direction with a large enough effect; inconclusive = small, poorly fitted or top-dose-only effect
#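 Flags fluorescent or light-absorbing compounds by total fluorescence, S + 2P, at 555 nm excitation and 632 nm emission. Mixture: 20 nM Texas Red SRC2 peptide, 0.6 uM human TRb LBD, 1 uM T3, 5% DMSO; compound exposure 5 h at ambient temperature.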
# Tau fibril ThT: inhibitors of human tau fibril formation, thioflavin T binding | P10636 | recombinant tau K18 P301L (four-repeat tau fragment), heparin-induced fibrillization, ThT fluorescence | Potency, µM (highest dose often 57.4 µM), without a hit: at the highest dose activity, negative = inhibition, usual class: inhibitors | actives 2.1% (n = 270,000); also: nearly all actives have a fitted effect of over 55% in size
#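 K18 P301L tau (15 uM + 0.24 uM Alexa 594-tagged), heparin 20 uM, NaOAc pH 7, 6 h 37 C; ThT 30 uM, 1 h RT, ex 450/em 510 nm.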
# The depositor's hits bear a star; ? = inconclusive; nt = no result given; [ ] = another dose, or the depositor's remark. Unless noted, calls follow the shape of the dose curve; as a rule, active = well fitted curve in the direction sought with a large enough effect; inconclusive = small, poorly fitted or top-dose-only effect, or another doubt; inactive = no such curve, though single readings can be large; an effect the other way counts as inactive or inconclusive. Unless noted, % is scaled to controls: 0 for no effect and ±100 for the full control effect; potency is read from the fitted curve at half-maximal effect.
nr | SMILES | ALDH1A1 block | TRb-SRC2 inh | Tau FP inhib | aGal spleen mod
1 | O=C(C1=C[C@H](c2ccccc2)C[C@H](OCc2ccc(CO)cc2)O1)N1CCN(Cc2ccccc2)CC1 | 14µM* | -10% | -7% | 5%
2 | CCOc1ccccc1CNC(=O)c1cc2c(=O)n(Cc3cccnc3)ccc2nc1C | nt | 0% | -2% | nt
3 | COC(=O)C1=C(C)N=C2SCCC(=O)N2C1c1ccc(OCc2ccccc2)c(OC)c1 (stereo unspecified) | nt | 0% | 5% | nt
4 | COc1cc(Cl)c(C)cc1NC(=O)c1ccc(CN2C(=O)CCn3nc(C)cc32)cc1 | nt | -7% | -6% | nt
5 | NC(=O)C1=C[C@H](c2ccc(C(F)(F)F)cc2)C[C@H](OCCCCO)O1 | -3% | 4% | ? | 0%
6 | Cc1ccc(-c2nc(SCC(=O)NCC3CCCO3)c(-c3ccc(Cl)cc3)[nH]2)cc1 (stereo unspecified) | -5% | 5% | 0% | -3%
7 | Brc1cccc(OCCCCN2CCCCC2)c1 | -2% | 4% | -6% | 4%
8 | CCOC(=O)N1CCN(C(=O)c2ccc3c(c2)N(Cc2cccc(Cl)c2)C(=O)c2ccccc2S3=O)CC1 (stereo unspecified) | nt | -5% | 0% | nt
9 | CCCCSc1nnc(CCCCCNC(=O)OC(C)(C)C)o1 | -5% | -4% | 3% | 6%
10 | CCOc1ccccc1C1N=C(N)Nc2nc3ccccc3n21 (stereo unspecified) | nt | -2% | 7% | nt
11 | O=C(/C=C/c1ccc(Cl)cc1)c1cccnc1 | -12% | -6% | 16% | -2%
12 | COc1cccc(C(=O)NCCSc2ccc(C)cc2)c1 | -1% | -3% | -7% | 22%
13 | Cc1ccc(S(=O)(=O)N2CCN(c3ccc([N+](=O)[O-])c4cccnc34)CC2)cc1 | ? | -4% | 11% | 5%
14 | Cc1nc2ccccc2n1CC(=O)NC1CCCC1 | 15% | 3% | -7% | -20%
15 | Cc1c(Br)c(=O)oc2c(Br)c(O)ccc12 | ? | 7% | 2% | -3%

nr | L3MBTL1 inh | Tau fluor cs | TexasRed fluor | Tau fibril ThT
1 | -16% | -6% | -2% | ?
2 | nt | -5% | 2% | -8%
3 | nt | -16% | 2% | -14%
4 | nt | -14% | -1% | -5%
5 | 3% | -15% | -2% | ?
6 | -4% | ? | -2% | -6%
7 | -9% | 5% | 2% | 1%
8 | nt | -14% | 0% | -13%
9 | 11% | -3% | -6% | -9%
10 | nt | -6% | -8% | -6%
11 | nt | 2% | -1% | ?
12 | -1% | -14% | 3% | -3%
13 | -3% | ? | -6% | -20%
14 | 11% | 3% | 0% | -11%
15 | -29% | -2% | -2% | -6%

# Part of the list above in order of molecular weight, highest first.
nr | SMILES | ALDH1A1 block | TRb-SRC2 inh | Tau FP inhib | aGal spleen mod
8 | CCOC(=O)N1CCN(C(=O)c2ccc3c(c2)N(Cc2cccc(Cl)c2)C(=O)c2ccccc2S3=O)CC1 (stereo unspecified) | nt | -5% | 0% | nt
3 | COC(=O)C1=C(C)N=C2SCCC(=O)N2C1c1ccc(OCc2ccccc2)c(OC)c1 (stereo unspecified) | nt | 0% | 5% | nt
6 | Cc1ccc(-c2nc(SCC(=O)NCC3CCCO3)c(-c3ccc(Cl)cc3)[nH]2)cc1 (stereo unspecified) | -5% | 5% | 0% | -3%
4 | COc1cc(Cl)c(C)cc1NC(=O)c1ccc(CN2C(=O)CCn3nc(C)cc32)cc1 | nt | -7% | -6% | nt
2 | CCOc1ccccc1CNC(=O)c1cc2c(=O)n(Cc3cccnc3)ccc2nc1C | nt | 0% | -2% | nt
13 | Cc1ccc(S(=O)(=O)N2CCN(c3ccc([N+](=O)[O-])c4cccnc34)CC2)cc1 | ? | -4% | 11% | 5%
9 | CCCCSc1nnc(CCCCCNC(=O)OC(C)(C)C)o1 | -5% | -4% | 3% | 6%
15 | Cc1c(Br)c(=O)oc2c(Br)c(O)ccc12 | ? | 7% | 2% | -3%
12 | COc1cccc(C(=O)NCCSc2ccc(C)cc2)c1 | -1% | -3% | -7% | 22%
11 | O=C(/C=C/c1ccc(Cl)cc1)c1cccnc1 | -12% | -6% | 16% | -2%

nr | L3MBTL1 inh | Tau fluor cs | TexasRed fluor | Tau fibril ThT
8 | nt | -14% | 0% | -13%
3 | nt | -16% | 2% | -14%
6 | -4% | ? | -2% | -6%
4 | nt | -14% | -1% | -5%
2 | nt | -5% | 2% | -8%
13 | -3% | ? | -6% | -20%
9 | 11% | -3% | -6% | -9%
15 | -29% | -2% | -2% | -6%
12 | -1% | -14% | 3% | -3%
11 | nt | 2% | -1% | ?

# The listing continues:
nr | SMILES | ALDH1A1 block | TRb-SRC2 inh | Tau FP inhib | aGal spleen mod
16 | CCS(=O)CCSC(=N)N (stereo unspecified) | 7% | -3% | -6% | 13%
17 | C=CCNC(=O)Nc1ccc(OCC)cc1 | 3% | 7% | -7% | 10%
18 | Cn1c2ccccc2c2c(C(=O)NCc3ccco3)cn(C3CCCCC3)c(=O)c21 | ? | -6% | -13% | -17%
19 | COc1cc(CNC(C)c2ccccc2)c(Br)cc1OCC(N)=O (stereo unspecified) | 5% | -4% | 10% | 4%
20 | O=C(CCCOc1ccccc1)N1CCN(C(=O)c2ccco2)CC1 | ? | 3% | 1% | -8%
21 | COC(=O)CC1C(=O)NC2CCCCC2N1C(=O)CCl (stereo unspecified) | nt | -3% | -3% | 5%
22 | COc1ccc(CCNC(=O)c2ccc3c(c2)N(Cc2ccccc2F)C(=O)c2ccccc2S3(=O)=O)cc1OC | nt | -2% | ? | nt
23 | COc1cc2c(cc1OC)CN(C(=S)Nc1cccc(Cl)c1C)CC2 | nt | -7% | -8% | 6%
24 | O=C(CSc1ncn[nH]1)N1CCN(S(=O)(=O)c2ccc(Cl)cc2)CC1 | -6% | -4% | -1% | 4%
25 | CC(C1CC2CCC1C2)n1c(-c2ccco2)n[nH]c1=S (stereo unspecified) | 14µM* | -7% | -3% | 4%
26 | CCn1c(SCC(=O)Nc2cc(C)on2)nnc1-c1c[nH]c2ccccc12 | 28µM* | 3% | 5% | 8%
27 | CCCC(=O)N=C1SC2CS(=O)(=O)CC2N1c1ccc(-c2nc3ccc(C)cc3s2)cc1 (stereo unspecified) | ? | -6% | -10% | 4%
28 | O=C(c1ccccc1)c1ccccc1C(=O)N1CCCC1 | 6% | 2% | -2% | -4%
29 | Cc1csc(NC(=O)CSc2nnc(Cc3cccn3C)n2-c2ccc(F)cc2)n1 | ? | -12% | -5% | 2%
30 | COc1ccccc1CNC(=O)c1cnc(N2CCCC2)nc1C | nt | -2% | -1% | nt

nr | L3MBTL1 inh | Tau fluor cs | TexasRed fluor | Tau fibril ThT
16 | nt | -5% | 1% | -13%
17 | -2% | 2% | -3% | 2%
18 | nt | -14% | -6% | ?
19 | nt | -4% | -1% | -1%
20 | nt | -6% | -7% | -18%
21 | 24% | -8% | -3% | -10%
22 | nt | ? | 2% | 3%
23 | -5% | -21% | 0% | -15%
24 | nt | -2% | 1% | -3%
25 | -15% | -3% | -2% | -6%
26 | -4% | -2% | -1% | -3%
27 | -11% | -23% | -6% | -16%
28 | nt | 4% | -1% | -4%
29 | -8% | 8% | 8% | 1%
30 | nt | -3% | -3% | -3%

# The results go on.
nr | SMILES | ALDH1A1 block | TRb-SRC2 inh | Tau FP inhib | aGal spleen mod
31 | CN(C)c1cccc(C(=O)N/C=C/n2cnc3cc(C(F)(F)F)ccc32)c1 | -1% | -3% | 0% | -12%
32 | Cc1cc(C)nc(SCC(=O)Nc2nc(-c3ccccc3)c(-c3ccccc3)o2)n1 | ? | 4% | -1% | -4%
33 | O=C(CSc1nnc(CNC(=O)c2ccco2)o1)Nc1nc2ccccc2s1 | -9% | 12% | 1% | -5%
34 | Clc1ccc(CCNc2ncnc3nc[nH]c23)cc1 | 14% | 5% | 12% | -5%
35 | CCc1ccc(C(=O)COC(=O)c2nn(C)c(=O)c3ccccc23)cc1 | -4% | 0% | -2% | 7%
36 | CCN1CCN(C(c2ccc(Cl)cc2)c2c(O)cc(C)n(CCOC)c2=O)CC1 (stereo unspecified) | nt | -2% | -4% | nt
37 | COc1ccc(N2CCN(S(=O)(=O)c3ccc4c(c3)CCCC4)CC2)c([N+](=O)[O-])c1 | -7% | 4% | 7% | -12%
38 | Cc1nc(NC(=O)c2ccc(Br)o2)sc1C | ? | 2% | 3% | 7%
39 | O=C1C(=O)N(CCCn2ccnc2)C(c2ccccn2)/C1=C(/O)c1ccccc1 (stereo unspecified) | -2% | -9% | 9% | -8%
40 | CCOC(=O)N1CCN(C(=O)C2CCN(Cc3ccc(O)c(OCC)c3)CC2)CC1 | ? | 0% | -4% | 11%
41 | CC(C)(C)OC(=O)NNC(=O)Nc1ccccc1C(F)(F)F | 4% | 2% | 2% | 2%
42 | O=C(NC(NC(=S)Nc1ccccc1Cl)C(Cl)(Cl)Cl)c1cccc(Cl)c1 (stereo unspecified) | ? | 9% | ? | 0%
43 | C/C(=N/OC(=O)C1CC1c1ccccc1)c1ccccc1 (stereo unspecified) | -11% | 5% | -12% | -20%
44 | COC(=O)N1CC(=O)N(OC)C1c1ccc(Cl)cc1Cl (stereo unspecified) | 14% | 3% | -4% | 6%
45 | O=C(COCc1cc(-c2ccc3c(c2)OCO3)on1)Nc1cc(C(F)(F)F)ccc1Cl | nt | 0% | -10% | nt
46 | O=C1COCC(=O)N1CCc1c[nH]c2ccccc12 | -1% | -1% | 5% | 4%
47 | COc1cc2c(cc1OC)CN(C(=O)c1cc3ccccc3oc1=O)CC2 | 14% | -2% | -3% | 7%
48 | CC(C(=O)NCC1CCCCC1)N(C)Cc1cccc(Cl)c1 (stereo unspecified) | ? | -5% | -6% | -5%

nr | L3MBTL1 inh | Tau fluor cs | TexasRed fluor | Tau fibril ThT
31 | nt | -6% | 0% | 7%
32 | -10% | -22% | -1% | ?
33 | 6% | -6% | 3% | -8%
34 | ? | 2% | -4% | -1%
35 | nt | -13% | -3% | -11%
36 | nt | -1% | 1% | ?
37 | -18% | -25% | 1% | -8%
38 | nt | -9% | 1% | ?
39 | 5% | 4% | -2% | -9%
40 | 2% | -12% | -3% | -13%
41 | 7% | 2% | -1% | 1%
42 | -3% | ? | 8% | 15%
43 | nt | -16% | 1% | -12%
44 | 2% | -5% | -4% | -6%
45 | nt | -27% | 6% | -18%
46 | 9% | -3% | -3% | -4%
47 | -2% | -4% | 0% | -13%
48 | 73%[activator] | -6% | -7% | -7%
